Screening results as filed in PubChem BioAssay.
CRFR2-BP ag = CRF-BP/CRF-R2 complex agonism; HEK293 CRF-R2/CRF-BP, calcium dye fluorescence (FLIPR); percent of saturating CRF peptide response; activation, % at 13.2 µM; hit rate 0.46% among 350,000; AID 588473;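 active = activation of at least 50%, plus an integration ratio under a set limit after plate pattern correction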;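 also: plate controls were neutral control wells without compound for no effect and CRF at EC100 for full effect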
CRFBP-R2 block = antagonists of CRF-binding protein/CRF-R2 receptor complex; HEK293 CRF-R2/CRF-BP, CRF-induced calcium fluorescence; hit rate 0.59% among 350,000; inhibition, % at 11.8 µM; AID 588475;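 active = inhibition of the ligand-induced calcium signal above about 50% at the single tested concentration, limit read from the data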
CHRM4 PAM = CHRM4 positive allosteric modulation. CHO-K1 hM4/Gqi5, Fluo-8 calcium fluorescence, ACh EC20; 0% = ACh EC20, 100% = maximal ACh. activation, % at 3 µM. hit rate 0.4% among 360,000. AID 624126;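 active = activation above its plate's cutoff, the mean activation of sample wells plus 3 SD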; also: some results filed as inactive read as strong as hits
Target sequence (P08173 whole entry, looked up): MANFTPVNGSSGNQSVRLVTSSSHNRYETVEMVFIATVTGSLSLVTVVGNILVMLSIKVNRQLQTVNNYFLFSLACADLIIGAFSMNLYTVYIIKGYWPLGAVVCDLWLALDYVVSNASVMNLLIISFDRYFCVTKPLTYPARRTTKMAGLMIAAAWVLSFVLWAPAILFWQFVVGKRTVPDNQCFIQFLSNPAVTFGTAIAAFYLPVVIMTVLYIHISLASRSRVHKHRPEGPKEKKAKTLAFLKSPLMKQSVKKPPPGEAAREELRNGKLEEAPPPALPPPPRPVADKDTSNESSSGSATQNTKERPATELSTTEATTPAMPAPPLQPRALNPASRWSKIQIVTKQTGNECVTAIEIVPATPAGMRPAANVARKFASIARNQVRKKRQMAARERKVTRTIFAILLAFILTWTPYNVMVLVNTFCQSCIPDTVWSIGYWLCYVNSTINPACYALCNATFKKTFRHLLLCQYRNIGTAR
M5 ag = agonists of human muscarinic M5 receptor (CHRM5). hit rate 0.19% among 360,000. CHO-K1 hM5 cells, Fluo-8 calcium fluorescence; 0% DMSO wells, 100% maximal acetylcholine response. AID 624037. activation, % at 3 µM;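 active = activation above the run's mean over test compounds plus 3 SD, cut at about 23% in these data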;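 also: signal is peak over basal fluorescence ratio across the kinetic read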
M5 antag = blocks acetylcholine activation of human M5 receptor; P08912; CHO-hM5 cells, Fluo-8 calcium fluorescence, ACh EC80; inhibition, % at 3 µM; hit rate 0.59% among 360,000; AID 624040;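 active = inhibition above a per-plate cutoff, the mean of that plate's test compounds plus 3 SD, cut at about 27% in these data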;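 also: 0% = acetylcholine EC80 with DMSO and 100% = DMSO without agonist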
M5 PAM = positive allosteric modulators of human muscarinic M5 receptor. P08912. CHO-K1 hM5, Fluo-8 calcium, ACh EC20 PAM; 0% = ACh EC20, 100% = ACh EC100. activation, % at 3 µM. hit rate 0.3% among 360,000;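 active = activation above the run cutoff, the mean activation of all test compounds plus 3 SD, cut at about 18% in these data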
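Assay system: CHO-K1 hM5 cells. Also added: acetylcholine at EC20 concentration, added after compound. Dosing: 3 µM, single dose. Times: compound preincubation 140 s before EC20 acetylcholine addition. Signal: Fluo-8 calcium fluorescence. Measure: % activation relative to EC20 and EC100 ACh responses. Repeats: singlicate, one well per test compound.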
TAAR1 agonist = agonists of human TAAR1; CHO RD-HGA16 TAAR1, Fluo-8 calcium fluorescence; vehicle wells 0%, saturating PEA agonist 100%; activation, % at 3 µM; hit rate 0.99% among 360,000; AID 624467;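 active = activation above the mean activation of all test compounds in the run plus 3 SD, cut at about 38% in these data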
Target sequence (Q96RJ0 whole entry, looked up): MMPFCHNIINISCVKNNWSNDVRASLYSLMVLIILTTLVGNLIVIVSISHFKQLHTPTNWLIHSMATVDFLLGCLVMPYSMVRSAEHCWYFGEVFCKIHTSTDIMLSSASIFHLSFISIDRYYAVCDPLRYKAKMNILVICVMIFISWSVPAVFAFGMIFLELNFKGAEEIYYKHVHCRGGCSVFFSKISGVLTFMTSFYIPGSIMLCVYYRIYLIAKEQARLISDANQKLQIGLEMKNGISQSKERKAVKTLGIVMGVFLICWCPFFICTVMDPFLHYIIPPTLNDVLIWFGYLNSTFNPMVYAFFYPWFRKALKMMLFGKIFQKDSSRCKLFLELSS
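Repeats: no replicates (n 1) | Material: CHO-derived RD-HGA16 cells with stable Gα16 and human TAAR1 | Technique: Kinetic Fluo-8 calcium fluorescence | Schedule: 17-24 h seeding, 75 min 37 °C dye, 30 min RT | Evaluation: % activation from peak over basal fluorescence ratio, DMSO-to-PEA scaled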
TAAR1 antag = antagonists of human TAAR1. Q96RJ0. CHO RD-HGA16 TAAR1, Fluo-8 calcium fluorescence, antagonist. inhibition, % at 3 µM. hit rate 1.5% among 360,000. AID 624466;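 active = inhibition above a per-plate cutoff, the mean inhibition of test compounds on that plate plus 3 SD, cut at about 49% in these data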;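 also: 0% = DMSO plus EC80 beta-PEA response and 100% = DMSO alone without agonist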
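Test system – hTAAR1-expressing CHO RD-HGA16 cells, Gα16-coupled · Reagent – β-PEA at EC80 concentration, post-compound challenge · Compound dosing – 3 µM, single point · Timing – 140 s kinetic read after compound, 140 s after agonist · Detection – Fluo-8 intracellular calcium dye fluorescence, real-time kinetic reads · Control set – DMSO and EC80 PEA controls · Repeats – n of 1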
CHO-K1 Ca PAM = M1 PAM counterscreen hit in parental CHO-K1 cells. AID 602247. ATP EC20, Fluo-8 calcium fluorescence; 0% at ATP EC20, 100% at ATP max. activation, % at 3 µM. hit rate 0.02% among 360,000;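 active = activation above the run cutoff, the mean activation of all test compounds plus 3 SD, cut at about 40% in these data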;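 also: peak over basal fluorescence ratio in a 140 s read after ATP addition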
* = called active by the depositor; / = not tested or not shown.

Order of results: CRFR2-BP ag	CRFBP-R2 block	CHRM4 PAM	M5 ag	M5 antag	M5 PAM	TAAR1 agonist	TAAR1 antag	CHO-K1 Ca PAM
[1] CCN(CC)S(=O)(=O)c1ccc(NC(=O)C2CCCN(C(=O)c3ccc(Cl)cc3)C2)cc1 (stereo not drawn)
 : -0.9	-12.0	1.1	1.8	-0.9	-0.2	16.0	-5.6	12.1
[2] O=C(CSc1nnc(-c2ccco2)n1CC1CCCO1)NC1CCCC1 (stereo not drawn)
 : 5.3	9.0	11.4	-1.7	-0.7	1.1	12.1	9.0	-7.8
[3] O=C(CSc1n[nH]c(-c2ccccc2O)n1)N1CCOCC1
 : -0.8	-0.2	12.1	-2.6	-16.4	14.4	5.4	-8.2	-0.5
[4] O=C(CCCN1C(=O)c2ccccc2C1=O)Nc1nc2ccccc2[nH]1
 : -0.2	-11.6	0.3	-1.1	2.6	3.9	1.6	0.7	-6.8
[5] COCCn1c(SCC(=O)N2CCCC(C)C2)nnc1-c1ccco1 (stereo not drawn)
 : 0.8	4.3	1.2	-2.0	6.9	-1.4	3.6	-23.4	4.5
[6] CN1C(=O)/C(=C/c2ccc(-c3ccccc3[N+](=O)[O-])o2)SC1=Nc1ccc(Cl)c(C(=O)O)c1
 : -0.9	28.2	4.0	-1.4	-3.7	4.2	-3.1	5.0	20.4
[7] COc1ccc(CCC(=O)NCCNC(=O)CCc2ccc(OC)cc2)cc1
 : -0.4	8.7	-4.6	2.3	-0.5	-0.5	5.7	-14.8	3.6
[8] C=CC[C@H](CC(=O)N(CCO)Cc1ccccc1)C(=O)N[C@@H](COC(=O)[C@@H](CC=C)Cc1ccc(F)cc1)Cc1ccccc1
 : 1.7	-4.9	-7.4	0.4	12.2	-19.5	8.6	61.4*	-2.7
[9] CCc1ccc(C2=NNC(=Nc3c(C)n(C)n(-c4ccccc4)c3=O)SC2)cc1
 : -0.5	8.2	2.9	-5.9	5.3	-3.8	2.0	-15.7	3.5
[10] COc1ccccc1NC(=O)CSc1nnc(COc2ccccc2C)o1
 : 0.6	3.5	-24.3	-4.0	6.3	4.2	1.4	-13.4	3.0
[11] O=C(OCc1cc(=O)n2ccsc2n1)C1(c2ccccc2)CC1
 : 0.3	71.4*	4.3	0.7	-1.0	-1.6	1.6	-4.3	-13.5
[12] CCC(c1nc2ccccc2[nH]1)n1c(-c2ccnc(Cl)c2)nc2ccccc21 (stereo not drawn)
 : /	/	-3.7	1.0	1.3	-1.4	3.7	1.1	/
[13] CCOc1ccc(OCC)c(C2C(C#N)=C(N)N(c3cccnc3)C3=C2C(=O)CC(C)(C)C3)c1 (stereo not drawn)
 : 1.4	-17.7	-5.6	-3.5	7.1	-5.5	4.7	-9.4	0.1
[14] Cc1csc2ncnc(N3CCN(C(=S)Nc4ccc(F)cc4F)CC3)c12
 : 0.7	2.6	-9.3	6.8	15.1	-15.0	6.6	8.6	-15.1
[15] N#Cc1ccccc1CN1C(=O)NC2(CCCCCC2)C1=O
 : 1.4	-13.3	-0.3	1.4	5.0	2.1	0.0	-13.6	10.9
[16] O=C(CSCc1ccccc1)Nc1ccc(F)cc1F
 : -1.8	9.6	-5.1	-5.0	14.1	4.3	-0.8	9.9	-2.9
[17] COc1cc(OC)c(NS(=O)(=O)c2cccc(C(=O)OCC(=O)NCC3CCCO3)c2)cc1Cl (stereo not drawn)
 : -1.9	3.7	-4.7	8.4	-0.2	-2.6	3.1	-6.2	16.3
[18] C=CCn1c(C)cc(C(=O)CN2C(=O)c3ccccc3C2=O)c1C
 : -0.2	-2.6	5.0	2.1	-3.7	2.7	-0.1	-18.5	13.5
[19] O=C(NCCNC(=O)c1ccccc1F)c1ccco1
 : 0.2	-5.7	-2.7	0.5	5.9	-3.4	0.7	-26.4	-10.8
[20] CCc1nnc(NC(=O)C2CCCN(C(=O)c3ccc(Cl)cc3)C2)s1 (stereo not drawn)
 : 0.1	-12.5	4.4	3.2	-2.7	6.5	2.0	-8.6	7.5

Three compounds already listed, arranged by number of heavy atoms, ascending.
Order of results: CRFR2-BP ag	CRFBP-R2 block	CHRM4 PAM	M5 ag	M5 antag	M5 PAM	TAAR1 agonist	TAAR1 antag	CHO-K1 Ca PAM
[16] O=C(CSCc1ccccc1)Nc1ccc(F)cc1F
 : -1.8	9.6	-5.1	-5.0	14.1	4.3	-0.8	9.9	-2.9
[20] CCc1nnc(NC(=O)C2CCCN(C(=O)c3ccc(Cl)cc3)C2)s1 (stereo not drawn)
 : 0.1	-12.5	4.4	3.2	-2.7	6.5	2.0	-8.6	7.5
[12] CCC(c1nc2ccccc2[nH]1)n1c(-c2ccnc(Cl)c2)nc2ccccc21 (stereo not drawn)
 : /	/	-3.7	1.0	1.3	-1.4	3.7	1.1	/

Other results follow.
Order of results: CRFR2-BP ag	CRFBP-R2 block	CHRM4 PAM	M5 ag	M5 antag	M5 PAM	TAAR1 agonist	TAAR1 antag	CHO-K1 Ca PAM
[21] Cc1ccc2nc3c(c(N)c2c1)CCN3c1ccccc1
 : 0.7	2.2	-2.2	-14.5	-1.7	-1.0	-0.5	-6.0	11.9
[22] COC(=O)c1ccc(CN2CCC(CO)(Cc3ccccc3Cl)CC2)cc1
 : 3.3	-60.5	-24.0	-11.3	-0.4	-3.3	2.2	23.4	5.2
[23] CCOC(=O)N1CCN(C(=O)c2cccc(F)c2)CC1
 : -1.8	18.2	14.7	-0.6	-7.5	7.4	2.6	-12.1	23.3
[24] O=C(NCc1cccc(F)c1)C1CCC(=O)N(CCc2cccc(F)c2)C1 (stereo not drawn)
 : -0.3	-11.0	-1.3	-1.2	1.0	3.5	1.0	1.8	-5.3
[25] CCCCn1nc(CC(=O)NCCN(CC)CC)c2ccccc2c1=O
 : -1.3	-3.6	2.2	-6.0	-6.4	0.1	1.0	11.8	-8.1
[26] CCCCCC1CCC(c2ccc(/C(N)=N/O)cc2)CC1 (stereo not drawn)
 : 1.1	-19.1	-4.5	6.8	14.3	-8.9	0.8	-3.9	0.3
[27] O=C1C(=O)N(CC(=O)N2CCCC2)c2ccccc21
 : 3.6	1.8	-11.0	-4.4	0.2	-5.4	1.6	-7.2	-6.0
[28] COCCN1C(=O)c2ccccc2C(C(=O)N2CCN(c3ccccc3)CC2)C1c1ccc(F)cc1 (stereo not drawn)
 : -1.0	4.9	0.7	1.8	2.8	3.4	4.8	7.7	12.9
[29] CN(C)CCNC(=O)/C(=C/c1ccc(-c2ccc(Cl)cc2)o1)NC(=O)c1ccccc1
 : 1.0	0.0	5.4	-6.2	6.2	-1.0	0.5	-12.8	14.7
[30] COc1cccc(/C(C)=N/NC(=O)c2ccc(N(C)C)cc2)c1
 : 0.4	-0.9	6.5	-2.2	-4.8	0.1	0.7	-10.3	34.6
[31] O=C(CSc1nc2cc(Cl)ccc2s1)NC1CCCc2ccccc21 (stereo not drawn)
 : 0.5	5.2	2.1	-4.7	-3.1	1.1	1.0	-12.4	6.1
[32] O=C(COC(=O)c1ccc(Cl)nc1)Nc1c(Cl)cccc1C(F)(F)F
 : 0.3	-3.0	8.5	1.7	-0.8	0.5	4.0	-14.4	5.4
[33] CN1CCN(C(=O)c2cc3c(c(-c4cccc(-c5cccnc5)c4)n2)[C@@H](CCO)N(C(=O)CC2CC2)C3)CC1
 : /	/	8.6	1.3	11.2	-4.1	1.1	-29.3	22.9
[34] C[C@]12CC[C@H](O)C[C@@H]1CC[C@@H]1[C@@H]2CC[C@@]2(C)[C@H]1CCC(=O)[C@]21CCCO1
 : -6.8	-15.3	6.4	-1.3	-1.9	-4.2	8.4	-19.8	-13.0
[35] Cc1nnc(N2CCOCC2)c2ccccc12
 : 1.7	6.1	24.6*	-2.8	-8.2	17.1	12.0	-8.4	17.4
[36] NNC(=O)COc1ccc2oc3c(c2c1)CCCC3
 : -0.7	-6.6	-5.6	-2.1	4.4	-0.2	0.9	-4.0	-4.4
[37] O=C(NC(=S)Nc1ccccc1C(F)(F)F)c1ccccc1F
 : -1.6	-16.9	14.8	-4.6	-10.9	-4.5	-1.4	8.3	13.5
[38] COc1ccc([C@H]2CC(=O)C[C@@H](CCn3cc(-c4ccncc4)nn3)O2)cc1
 : /	/	1.2	1.0	14.3	-4.1	-1.2	-3.9	5.5
[39] O=C(CCN1CCN(CC(=O)Nc2ccccc2Cl)CC1)Nc1ccccc1F
 : -1.1	9.5	10.7	-4.9	-11.1	-1.5	1.1	-8.3	4.1
[40] CS(=O)(=O)NCCCc1ccccc1
 : -0.1	-4.2	-1.9	-0.5	1.1	-3.1	1.5	-12.8	22.6
[41] CNc1cc(-c2c(OC)cccc2OC)ncn1
 : /	/	-1.5	0.9	0.6	0.0	0.8	-1.0	15.3
[42] O=C(N/N=C/c1ccncc1)c1ccc(COc2cccc3cccnc23)cc1
 : -2.0	-3.0	5.8	3.3	5.0	-10.5	7.4	40.0	19.9
[43] CC1CCN(C(=O)c2ccc(CNc3c(N4CCCC4)c(=O)c3=O)cc2)CC1
 : 0.3	-0.6	5.0	-1.0	11.7	-1.8	1.7	-17.1	7.1
[44] O=c1c2ccccc2ncn1-c1ccc([N+](=O)[O-])cc1[N+](=O)[O-]
 : 13.2	19.5	-7.8	10.2	14.5	-16.1	12.2	-2.0	-20.3
[45] CCc1c(C(=O)NC(C)C2CCCO2)csc1C (stereo not drawn)
 : 0.4	-5.1	0.3	-2.0	5.5	2.2	0.0	-8.1	14.5
[46] CS(=O)(=O)N(CC(=O)O)Cc1cccc(CN(CC(=O)O)S(C)(=O)=O)c1
 : 0.9	-1.4	9.4	0.9	5.4	-2.2	12.9	-13.7	3.7
[47] COc1cccc(NC(=O)c2ccccc2-c2ccccc2C(=O)O)c1
 : 1.7	2.5	-3.0	-0.8	9.8	2.6	3.8	-11.2	-6.3
[48] COC(=O)C1CCN(C(=O)COC(=O)c2cc(-c3ccccc3)nc3ccc(OC)cc23)CC1
 : -0.1	-10.9	-0.5	-0.5	16.6	-14.6	/	/	-21.4

Ordered by the number under CRFBP-R2 block (low to high): three of the compounds above
nr	SMILES	CRFBP-R2 block
3	O=C(CSc1n[nH]c(-c2ccccc2O)n1)N1CCOCC1	-0.2
14	Cc1csc2ncnc(N3CCN(C(=S)Nc4ccc(F)cc4F)CC3)c12	2.6
9	CCc1ccc(C2=NNC(=Nc3c(C)n(C)n(-c4ccccc4)c3=O)SC2)cc1	8.2
